Mcl1-Noxa inh – Mcl-1/Noxa interaction inhibition; TR-FRET Mcl-1/Noxa peptide binding, 2 h; inhibition, % at 21.7 µM; 1.5% of 220,000 active; AID 1022;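 active = compounds that cut the protein-peptide binding signal by more than 50% relative to plate controls in a single-dose test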;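 note: His-tagged Mcl-1 with rhodamine Noxa BH3 peptide and terbium anti-His antibody; 0% = Mcl-1 plus Noxa peptide wells and 100% = peptide-only wells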
Target sequence (Q07820 whole entry, looked up): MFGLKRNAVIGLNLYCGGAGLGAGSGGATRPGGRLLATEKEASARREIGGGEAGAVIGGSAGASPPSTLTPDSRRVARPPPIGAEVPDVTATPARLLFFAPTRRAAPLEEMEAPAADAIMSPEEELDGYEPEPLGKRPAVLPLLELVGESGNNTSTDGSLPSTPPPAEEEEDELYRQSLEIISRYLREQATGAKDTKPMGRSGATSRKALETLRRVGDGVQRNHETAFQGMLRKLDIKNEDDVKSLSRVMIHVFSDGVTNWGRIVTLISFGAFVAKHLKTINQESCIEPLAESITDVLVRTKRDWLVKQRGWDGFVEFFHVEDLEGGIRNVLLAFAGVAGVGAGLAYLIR
Avidin bead fluor – avidin bead compound fluorescence profile | Avidin beads, compound fluorescence 488/530 nm, flow cytometry; stronger effect = higher value | fluorescence (KMESF) at 10 µM | 0.38% of 220,000 active | AID 1775; in the data active = fluorescence above about 47; note: inactives centre near 10
Rab2A wt mod – changes GTP binding to wildtype dog Rab2A, up or down; GTP binding activity, % at 10 µM; 0.19% of 190,000 active; GST-Rab2 wt beads, Bodipy-GTP binding, flow cytometry; P61105;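 active = GTP binding activity at least 20 points away from 100%, either lowered or raised; inconclusive = signal likely due to the compound's own green fluorescence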;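 note: 0% = beads with excess unlabeled GTP and 100% = no-compound control corrected for plate trend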
Pf gamet viab – kills late stage P. falciparum gametocytes; P. falciparum stage V gametocytes, ATP luminescence, 24 h; inhibition, % at 10.9 µM; 0.065% of 150,000 active;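 active = inhibition above the mean plus 3 SD of compounds within the control limits, set per campaign, cut at about 38% in these data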;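 note: 0% = DMSO wells and 100% = medium only without gametocytes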
Cdc42 wt – human Cdc42 wildtype GTP binding change, either direction; GST-Cdc42 beads, Bodipy-GTP binding, flow cytometry; actives lie on both sides; percent activity (GTP binding), % at 10 µM; 0.2% of 190,000 active; P60953;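 active = percent activity GTP binding at least 20 points away from the 100% baseline, either down as inhibitor or up as activator; inconclusive = compound flagged as likely green fluorescent from well-wide comparison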;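 note: median bead fluorescence of bound Bodipy-FL-GTP at 100 nM; 0% = excess unlabeled GTP control and 100% = no compound control; below 100% means less GTP binding so inhibitor and above means activator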
Target sequence (P60953 whole entry, looked up): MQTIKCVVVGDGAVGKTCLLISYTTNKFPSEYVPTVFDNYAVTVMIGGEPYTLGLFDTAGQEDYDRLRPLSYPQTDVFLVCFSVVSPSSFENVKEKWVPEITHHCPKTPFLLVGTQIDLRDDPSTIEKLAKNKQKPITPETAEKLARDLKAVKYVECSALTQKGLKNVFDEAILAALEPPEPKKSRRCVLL
Rac1 act GTP bind – alters GTP binding to activated mutant human Rac1. P63000. GST-Rac1 activated beads, fluorescent GTP binding, flow cytometry; actives lie on both sides; 100% means binding = to untreated wells. percent activity (GTP binding), % at 10 µM. 0.11% of 190,000 active. AID 764;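 active = GTP binding at least 20 percentage points away from the 100% baseline, in either direction, so actives lie on both sides; inconclusive = Compound likely fluorescent itself, or too few beads counted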
Rab7 wt GTP bind – alters GTP binding to wildtype dog Rab7 | GST-Rab7 beads, fluorescent GTP binding, flow cytometry; actives lie on both sides; untreated = 100%, excess cold GTP = 0% | GTP binding activity (percent of control), % at 10 µM | 0.055% of 190,000 active | AID 758;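 active = fluorescent GTP binding to Rab7 beads changed by at least 20 points from the 100% baseline, either direction, mostly lower; inconclusive = compound itself probably fluorescent, or too few beads counted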;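 note: median green fluorescence of bound Bodipy-FL-GTP per Rab7 bead population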
HRas wt GTP – human HRas wildtype GTP binding, change in either direction; GTP binding activity, % at 10 µM; AID 759; 0.14% of 190,000 active; P01112; GST-Ras wt beads, Bodipy-FL-GTP binding, flow cytometry; actives lie on both sides;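 active = GTP binding activity at least 20% away from the 100% baseline, either lowered as inhibitor or raised as activator; inconclusive = flagged as likely green fluorescent, judged across all proteins in the well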;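 note: 0% = unlabeled GTP competition control and 100% = no-compound control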
Target sequence (P01112 whole entry, looked up): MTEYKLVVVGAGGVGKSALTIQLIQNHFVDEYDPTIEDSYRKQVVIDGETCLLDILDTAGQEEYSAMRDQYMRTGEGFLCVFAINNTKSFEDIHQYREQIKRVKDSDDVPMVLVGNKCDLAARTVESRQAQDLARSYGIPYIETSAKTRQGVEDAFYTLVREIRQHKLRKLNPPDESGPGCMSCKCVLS
Bim-Mcl-1 – disrupts Bim peptide binding to human Mcl-1. 0.1% of 190,000 active. AID 1009. inhibition, % at 10 µM. Bead-based flow cytometry, Bim peptide-Mcl-1 binding. Q07820; in the data active = inhibition above about 40%;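 note: 0% = no compound tracer wells and 100% = peptide blocker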
Mcl1 Bid PPI – disrupts binding of human Mcl-1 to Bid peptide; Q07820; TR-FRET Mcl-1/Bid-Dy647 peptide binding, 1536-well; inhibition, % at 21.7 µM; 0.97% of 220,000 active;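 active = compounds that cut the binding signal by more than half at the single screening dose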;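 note: His-tagged Mcl-1 with europium anti-His antibody binding Bid BH3 peptide; 0% = Mcl-1 plus peptide wells and 100% = peptide-only wells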
Rac1 wt modul – alters GTP binding to wildtype human Rac1 | P63000 | GST-Rac1 beads, fluorescent GTP binding, flow cytometry; actives lie on both sides; 0 = cold GTP competed, 100 = untreated | GTP binding activity (% of control), % at 10 µM | 0.27% of 190,000 active | AID 757;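 active = GTP binding activity at least 20 points away from the 100% control level, either lower or higher; inconclusive = compound flagged as likely green fluorescent, judged across all proteins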
Active calls of the source: *; ? = inconclusive; · = not tested or not shown.

SMILES	Mcl1-Noxa inh	Avidin bead fluor	Rab2A wt mod	Pf gamet viab	Cdc42 wt	Rac1 act GTP bind	Rab7 wt GTP bind	HRas wt GTP	Bim-Mcl-1	Mcl1 Bid PPI	Rac1 wt modul
Cc1ccc(N(CCCCN2C(=O)c3ccccc3C2=O)C(=O)c2cccc([N+](=O)[O-])c2)cc1	-8	9	94	-22	93	94	93	95	-2	-7	96
CCCCN(CC)CCCNC(=O)c1ccc(CSc2nc3ccncc3[nH]2)cc1	63*	10	98	-12	98	97	104	101	-1	-10	100
Cc1cc(NC(=O)COC(=O)C(Cc2ccccc2)NC(=O)c2ccco2)no1 (configuration not stated)	3	4	94	·	97	96	93	96	-4	-42	96
CCOC(=O)C(=NCCCN1CCOCC1)NNc1cccc(C(F)(F)F)c1	-6	11	94	21	91	92	98	93	-2	-57	91
Cn1ccs/c1=N\C(=O)Nc1cccc(Cl)c1	20	6	100	·	98	96	107	101	-1	-49	99
CCNC(=O)CC1C(=O)N(c2ccc(F)cc2)C(=O)N1Cc1ccccn1 (configuration not stated)	1	7	?	·	?	?	?	?	0	-6	?
C=CCNCCCCOc1ccc(OCC)cc1	14	14	98	·	112	100	105	101	2	-2	112
Cc1nnc(SCC(=O)c2ccc(Cl)cc2)s1	5	7	102	-1	102	101	105	103	-4	-9	102
COc1ccc(-c2ccc(CCC(=O)O)n2CC(=O)Nc2cccc(OC)c2)cc1	5	9	95	-9	95	96	89	95	-1	-39	93
CCNC(=O)c1ccc(N(C)S(=O)(=O)c2cccs2)cc1	4	25	100	4	97	99	105	102	0	1	100
CN1C(=O)CC(c2ccco2)Sc2ccccc21 (configuration not stated)	18	10	100	·	103	100	101	105	-4	-20	107
CN(C)c1nc(Cl)nc(N(C#N)CCOc2ccccc2)n1	21	9	101	13	97	94	106	99	1	-25	99
NC(=O)C1CCCN(C(=O)c2ccc(Cl)cc2)C1 (configuration not stated)	-14	9	100	·	98	100	100	100	0	-44	108
O=C(O)CCc1ccc(-c2ccccc2)o1	9	15	100	·	99	97	100	99	-3	-31	99
COc1ccc(OC)c(NC(=O)C2C3CC4OC(=O)C2C4C3)c1 (configuration not stated)	11	24	85	-31	110	98	99	98	-1	34	114
CC(=O)Nc1c(C(=O)N2CCOCC2)sc2nc3c(cc12)COC(C)(C)C3	-7	10	100	·	103	100	99	100	1	-20	102
CC(CN1CCOCC1)OC(=O)c1cccs1 (configuration not stated)	16	10	104	·	107	101	101	105	-3	23	108
Cn1cnnc1SCC(=O)Nc1ccccc1	-10	7	103	·	105	101	103	102	-1	-13	107
CCn1c(=O)c2cc(C(=O)N3CCN(C)CC3)sc2c2ccccc21	21	6	98	·	102	95	95	97	0	-5	99
C=CCSc1nc2c(cnn2-c2ccc(C)c(C)c2)c(=O)[nH]1	-185	6	105	·	101	100	104	102	0	21	108
Cc1cc(C)c2c(=O)[nH]n(C3CC(C)N(C)CC3C)c2n1 (configuration not stated)	9	17	98	9	98	98	100	98	-2	-51	99
CCC(=O)N1C(=O)C2(Nc3ccccc3N2)c2ccccc21	11	13	96	·	98	98	103	96	-2	-5	101
CCN(CC)C(=O)CSc1nnc([C@@H](NC(=O)OC(C)(C)C)C(C)C)o1	4	42	93	15	96	94	95	95	1	2	95
CCCOC(=O)c1ccc(-c2ccc(C=O)o2)cc1	-3	12	99	-4	96	100	98	99	-2	-10	98
Cc1c(/C=N\NC(=O)c2cc3ccccc3o2)c2ccccc2n1C	21	13	102	·	98	99	110	101	1	-25	105

Following part.
SMILES	Mcl1-Noxa inh	Avidin bead fluor	Rab2A wt mod	Pf gamet viab	Cdc42 wt	Rac1 act GTP bind	Rab7 wt GTP bind	HRas wt GTP	Bim-Mcl-1	Mcl1 Bid PPI	Rac1 wt modul
COc1ccc(N2CCN(CCNC(=O)c3c(C)cc(=O)oc3C)CC2)cc1	-7	9	96	·	101	95	93	97	0	-162	96
CCN(CC)S(=O)(=O)c1cc([N+](=O)[O-])ccc1NNC(=O)Nc1ccc(Cl)c(Cl)c1	6	23	101	·	98	99	100	101	-7	2	106
OCCN(Cc1ccccc1)Cc1ccc(F)c(F)c1	22	14	101	·	101	99	102	102	2	12	107
c1csc(-c2csc3ncnc(NCCCN4CCOCC4)c23)c1	10	14	99	-53	99	97	97	99	2	-25	104
COc1ccc(-n2c(SCc3nnc(-c4ccccc4)o3)nnc2-c2ccccc2)cc1	1	36	106	-12	114	107	105	107	-5	-8	111
Cc1cccc(N(C(=O)CCC(=O)Nc2cc(C)on2)C(C(=O)NC2CCCC2)c2ccncc2)c1 (configuration not stated)	-5	7	102	·	102	100	103	103	0	-17	104
CCc1cc2c(=O)n(-c3ccccc3)c(=S)[nH]c2s1	14	31	98	·	101	100	101	100	-3	-10	103
CC(C)c1ccc(NC(=O)N2CCN(S(=O)(=O)c3ccccc3)CC2)cc1	-13	14	96	5	96	95	97	95	0	-10	99
CC(=O)Nc1cccc(OCc2ccc(F)cc2)c1	8	10	95	4	92	91	99	94	-6	-32	90
O=C(Cc1ccc(Cl)cc1)Nc1ncccn1	2	10	98	·	96	96	96	96	0	-28	98
COc1ccc(N2CCN(Cc3nc4ccsc4c(=O)[nH]3)CC2)cc1	14	9	101	·	102	98	103	102	-2	-27	102
Cc1cc(N/C=C/C(=O)c2ccc(Br)cc2)no1	-22	12	99	4	98	99	100	97	2	-7	101
COc1cccc(C(=O)NC(=S)Nc2ccc(N(C)C)cc2)c1	24	7	99	2	100	99	99	100	-6	-65	101
Cc1n[nH]c(C)c1CS(=O)(=O)c1ccccc1	-4	26	95	5	92	94	96	92	-2	-29	95
COc1cc(/C(C)=N/N2CCOCC2)cc(OC)c1OC	-3	8	101	·	102	98	97	99	5	-4	99
COC(=O)CSc1nnc(CNc2ccc(F)cc2)o1	16	39	104	·	109	103	103	106	-3	-3	106
O=C(NCc1cccs1)C1CCCN(S(=O)(=O)c2ccc3c(c2)OCO3)C1 (configuration not stated)	16	7	99	·	100	100	97	102	0	1	102
CC1CN(C(=S)Nc2ccccc2)N(c2ccccc2)C1 (configuration not stated)	0	8	95	·	98	95	91	97	2	-23	101
Cc1ccc(N2C(S)=C(C#N)C(=O)NC23CCCCC3)cc1	8	3	100	-1	100	100	97	101	-4	-11	101
Cc1csc(NC(=O)CSc2nnc(C)s2)n1	-42	24	97	·	100	97	100	97	5	7	100
Cc1ccc(N2C(=O)N(CC(=O)Nc3ccc(C)c(C)c3[N+](=O)[O-])C(=O)C2C)cc1 (configuration not stated)	12	11	94	-17	94	93	99	97	2	-9	99
COc1ccc(C2CC2/C(=N/OC(=O)c2cccs2)c2ccccc2)cc1 (configuration not stated)	1	7	100	·	101	100	100	100	-3	0	101
COc1ccc(C(=O)COc2ccccc2N2C(=O)C3C4C=CC(C4)C3C2=O)cc1 (configuration not stated)	7	12	101	·	106	101	99	102	0	4	109
Cn1c(=O)c2c(SCc3ccccc3)nc(-c3ccco3)nc2n(C)c1=O	-9	5	99	·	99	96	98	99	-3	-6	102
COc1ccc(N=Cc2nc(-c3ccccc3)oc2OC(=O)c2ccccc2)cc1	13	5	98	·	96	100	99	99	-5	-29	102

5 of the compounds above, in markdown:
| canonical_smiles | Mcl1-Noxa inh | Avidin bead fluor | Rab2A wt mod | Pf gamet viab | Cdc42 wt | Rac1 act GTP bind | Rab7 wt GTP bind | HRas wt GTP | Bim-Mcl-1 | Mcl1 Bid PPI | Rac1 wt modul |
| --- | --- | --- | --- | --- | --- | --- | --- | --- | --- | --- | --- |
| Cc1csc(NC(=O)CSc2nnc(C)s2)n1 | -42 | 24 | 97 | · | 100 | 97 | 100 | 97 | 5 | 7 | 100 |
| Cc1ccc(N2C(=O)N(CC(=O)Nc3ccc(C)c(C)c3[N+](=O)[O-])C(=O)C2C)cc1 (configuration not stated) | 12 | 11 | 94 | -17 | 94 | 93 | 99 | 97 | 2 | -9 | 99 |
| COc1ccc(C2CC2/C(=N/OC(=O)c2cccs2)c2ccccc2)cc1 (configuration not stated) | 1 | 7 | 100 | · | 101 | 100 | 100 | 100 | -3 | 0 | 101 |
| COc1ccc(C(=O)COc2ccccc2N2C(=O)C3C4C=CC(C4)C3C2=O)cc1 (configuration not stated) | 7 | 12 | 101 | · | 106 | 101 | 99 | 102 | 0 | 4 | 109 |
| Cn1c(=O)c2c(SCc3ccccc3)nc(-c3ccco3)nc2n(C)c1=O | -9 | 5 | 99 | · | 99 | 96 | 98 | 99 | -3 | -6 | 102 |

(more compounds)
SMILES	Mcl1-Noxa inh	Avidin bead fluor	Rab2A wt mod	Pf gamet viab	Cdc42 wt	Rac1 act GTP bind	Rab7 wt GTP bind	HRas wt GTP	Bim-Mcl-1	Mcl1 Bid PPI	Rac1 wt modul
Cc1[nH]n(-c2cccc3ccccc23)c(=O)c1/C=N/c1sc2c(c1C#N)CCC2	0	10	99	·	100	97	98	99	-1	-28	102
Cc1cc(C)c(COc2ccc(/C=N/n3c(C)n[nH]c3=S)cc2)c(C)c1	-26	10	99	·	99	100	100	100	-12	-17	103
O=C(CSCc1ccccn1)Nc1ccccc1	-9	13	101	·	105	101	104	104	2	-23	108
S=C(NCCCN1CCOCC1)Nc1cccc(Cl)c1	-1	9	100	-5	95	97	102	100	1	-46	98
O=C(Nc1ccc2ccccc2c1)c1cccnc1	1	8	105	9	109	101	103	105	-2	19	110
COC(=O)c1cc(OC)c(OC)cc1NC(=O)C(C)Sc1ccc(C)cc1 (configuration not stated)	10	8	98	-32	98	96	101	98	-2	5	98
Nc1nnc(CSCc2cccc(Br)c2)s1	-4	11	97	-7	103	97	104	98	0	-10	94
O=C(NNC(=S)NC(=O)C12CC3CC(CC(C3)C1)C2)c1ccncc1	·	11	91	7	89	91	93	94	0	-93	94

Rewritten as a markdown table: 4 of the compounds above
| canonical_smiles | Mcl1-Noxa inh | Avidin bead fluor | Rab2A wt mod | Pf gamet viab | Cdc42 wt | Rac1 act GTP bind | Rab7 wt GTP bind | HRas wt GTP | Bim-Mcl-1 | Mcl1 Bid PPI | Rac1 wt modul |
| --- | --- | --- | --- | --- | --- | --- | --- | --- | --- | --- | --- |
| Cc1cc(C)c(COc2ccc(/C=N/n3c(C)n[nH]c3=S)cc2)c(C)c1 | -26 | 10 | 99 | · | 99 | 100 | 100 | 100 | -12 | -17 | 103 |
| O=C(CSCc1ccccn1)Nc1ccccc1 | -9 | 13 | 101 | · | 105 | 101 | 104 | 104 | 2 | -23 | 108 |
| S=C(NCCCN1CCOCC1)Nc1cccc(Cl)c1 | -1 | 9 | 100 | -5 | 95 | 97 | 102 | 100 | 1 | -46 | 98 |
| O=C(Nc1ccc2ccccc2c1)c1cccnc1 | 1 | 8 | 105 | 9 | 109 | 101 | 103 | 105 | -2 | 19 | 110 |

Assay outcomes from PubChem BioAssay.

Hits appear at their usual frequency, and some 2.7% of all compounds hit somewhere here.
